HttQ103 aggreg = mutant huntingtin aggregation inhibition; Potency, µM (titrated, usually from 46.1 µM), for inactives: at the top dose activity change, negative = inhibition, hits mostly inhibitors; 1.1% of 220,000 active; PC12 HttQ103-GFP aggregates, Acumen cytometry, 40 h; further: potency means the concentration at half of the fitted maximal effect; on the % scale 0 is the no-effect control and ±100 the full control effect; nearly all actives have a fitted effect of over 60% in size
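PC12/HTTQ103-GFP, ecdysone-inducible; teb 100 nM; cpd qHTS titration; GFP aggregates read on laser cytometer, Ex 488/Em 500-530 nm.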
NPSR antag = antagonists of human neuropeptide S receptor cAMP signaling. Q6W5P4. CHO-NPSR cells, cAMP TR-FRET, antagonist mode. Potency, µM (top dose mostly 38.3 µM), for the others: at the top dose activity change, negative = inhibition, most hits filed as inhibitors. 1% of 220,000 active. AID 1461; further: potency means the concentration at half of the fitted maximal effect; on the % scale 0 is the no-effect control and ±100 the full control effect; nearly all actives have a fitted effect of over 50% in size; many of its hits are not listed in these tables
Target sequence (Q6W5P4 whole entry, looked up): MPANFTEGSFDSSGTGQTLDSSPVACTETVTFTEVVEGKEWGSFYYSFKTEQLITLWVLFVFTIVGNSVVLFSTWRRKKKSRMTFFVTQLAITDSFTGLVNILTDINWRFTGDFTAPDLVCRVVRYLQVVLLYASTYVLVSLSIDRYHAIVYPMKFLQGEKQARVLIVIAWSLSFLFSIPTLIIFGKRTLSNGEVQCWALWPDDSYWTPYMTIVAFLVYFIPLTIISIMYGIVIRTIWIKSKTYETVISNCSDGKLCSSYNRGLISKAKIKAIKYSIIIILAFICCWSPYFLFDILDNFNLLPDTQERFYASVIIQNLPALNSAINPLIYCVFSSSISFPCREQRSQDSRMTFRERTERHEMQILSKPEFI
LMNA splice mod = changes lamin A minigene splicing in HeLa cells | HeLa LMNA splicing GFP/RFP minigene ratio, 48 h | Potency, µM (highest dose often 46.1 µM), for inactives: at the highest dose ratio change, negative = inhibition, most hits filed as inhibitors | 0.01% of 200,000 active; active means well fitted inhibition curve with a large enough effect in the signal ratio, with a control signal flat, not every such curve was filed as active; inconclusive means small, poorly fitted or top-dose-only effect, or effect the other way, or a change in a side signal; the % refers to the signal ratio; further: potency means the concentration at half of the fitted maximal effect; on the % scale 0 is the no-effect control and ±100 the full control effect
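S3 HeLa stable clones carrying a lamin A-EGFP splicing minigene plus DsRed2 were seeded at 600 cells/well in Opti-MEM with 2% FBS, pin-dosed and incubated 48 h at 37°C. Acumen cytometry (488 nm) gave the GFP/RFP total-intensity ratio.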
IMPase Li cell = IMPase inhibition in cells with lithium potentiation | AID 1457 | 0.35% of 210,000 active | CHO-M1 cells, IP1 TR-FRET (IP-One), carbachol + lithium | Potency, µM (highest dose often 59.4 µM), for inactives: at the highest dose activity, negative = IMPase inhibition, most hits filed as inhibitors;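 further: IP1 builds up when IMPase is blocked and the TR-FRET signal falls; potency means the concentration at half of the fitted maximal effect; plate controls were basal vehicle for no effect and high inhibitor control for full effect; nearly all actives have a fitted effect of over 50% in size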
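CHO-M1, 2000 cells/well, 16–30 h culture; cpd + low Li+, 30 min 37C; lysis with d2-IP1/Eu-anti-IP1 Ab, 10 min RT; TR-FRET 665/620 ratio and 620 channel; AC50 via Hill.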
Epigenetic derep = regulators of epigenetic silencing causing reporter derepression in mouse cells | murine LDR cells, GFP reporter derepression, 30 h | Potency, µM (top dose mostly 53.9 µM), for the others: at the top dose GFP activation, hits mostly activators | 0.2% of 280,000 active | AID 1865; further: potency means the concentration at half of the fitted maximal effect; % of control where 0% means no effect; nearly all actives have a fitted effect of over 60% in size
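Derepression of a silenced CMV-GFP reporter in murine LDR cells is scored by enumerating GFP-positive cells with a laser-scanning microplate cytometer after 30 hours of treatment at 37 C.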
CBFb RUNX1 block = CBF-beta/RUNX1 interaction disruption. Q01196+Q13951. AlphaScreen CBFb-His/RUNX1-biotin binding, biochemical. Potency, µM (series often up to 59.8 µM), without a hit: top-dose activity, negative = inhibition, hits mostly inhibitors. 230,000 tested, under 10 active. AID 1477; further: % of control where 0% means no effect
Target sequence (Q01196 whole entry, looked up): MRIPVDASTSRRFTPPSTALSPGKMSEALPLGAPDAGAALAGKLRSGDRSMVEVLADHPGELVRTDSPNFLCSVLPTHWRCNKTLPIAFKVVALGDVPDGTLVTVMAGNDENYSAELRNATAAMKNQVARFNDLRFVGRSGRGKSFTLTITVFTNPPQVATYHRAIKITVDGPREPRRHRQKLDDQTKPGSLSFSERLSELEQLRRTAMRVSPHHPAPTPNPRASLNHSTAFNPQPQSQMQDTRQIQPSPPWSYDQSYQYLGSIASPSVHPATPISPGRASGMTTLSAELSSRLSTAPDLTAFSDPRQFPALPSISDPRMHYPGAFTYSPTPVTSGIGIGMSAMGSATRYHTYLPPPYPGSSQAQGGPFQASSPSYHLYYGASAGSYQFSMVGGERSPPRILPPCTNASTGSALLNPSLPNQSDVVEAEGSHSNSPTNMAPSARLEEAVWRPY
Target sequence (Q13951 whole entry, looked up): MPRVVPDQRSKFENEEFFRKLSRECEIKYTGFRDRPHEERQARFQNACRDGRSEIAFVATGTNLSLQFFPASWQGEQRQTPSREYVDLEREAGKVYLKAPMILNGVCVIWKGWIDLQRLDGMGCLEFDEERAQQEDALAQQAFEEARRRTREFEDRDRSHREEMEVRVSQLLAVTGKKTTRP
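Interaction loss through any mechanism counts as activity. Pre-formed complex of His-CBF-beta and biotin-RUNX1 (30 nM apiece) is incubated with compound 15 min, then with 50 ng nickel and 50 ng streptavidin beads for 90 min before AlphaScreen detection.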
KinaseGlo FLuc = counter-screen: inhibitors of Kinase-Glo firefly luciferase; Q27757; Kinase-Glo luciferase, ATP luminescence, 8 min; Potency, µM (highest dose often 38.3 µM), for the others: at the top dose activity change, negative = inhibition, hits mostly inhibitors; 0.28% of 200,000 active; further: potency means the concentration at half of the fitted maximal effect; on the % scale 0 is the no-effect control and ±100 the full control effect; nearly all actives have a fitted effect of over 60% in size
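Compounds were added to a substrate mix at pH 7.2 (50 mM imidazole, 10 uM ATP, within the enzyme's linear range), followed by Kinase-Glo detection reagent; luminescence was measured after 8 minutes at ambient temperature.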
Numbers without * were called inactive; ? = inconclusive; · = no result given; & = joins results of further samples; [ ] = remark or other dose. Unless noted, the call rests on the fitted dose curve; in most records, active means well fitted curve in the direction sought with a large enough effect; inconclusive means small, poorly fitted or top-dose-only effect, or another doubt; inactive means no such curve, though single readings can be large; an effect the other way counts as inactive or inconclusive. An excerpt. The share of hits here may be higher or lower than overall.

Codes: A = HttQ103 aggreg; B = NPSR antag; C = LMNA splice mod; D = IMPase Li cell; E = Epigenetic derep; F = CBFb RUNX1 block; G = KinaseGlo FLuc
Cc1ccc(-n2ncc3c(=O)n(CC(=O)N4CCCCCC4)cnc32)cc1
  A = 7%	B = -9%[46.1 µM]	C = ?	D = 6%[38.3 µM]	E = -1.0%	F = 4%	G = 5%

COc1cc(CN(C(=S)NCC(=O)N2CCCC2)C2CCCC2)cc(OC)c1OC
  A = -5%	B = -9%	C = 12%[46 µM]	D = 19%	E = 0.0%	F = -5%	G = 1%

COCCn1nnnc1C(c1ccc(C)cc1)N1CCN(Cc2ccc3c(c2)OCO3)CC1 (stereo not drawn)
  A = 7%	B = 0%[46.1 µM]	C = 5%	D = ·	E = -5.4%	F = -13%	G = ·

CC1(C(=O)NCCN2CCOCC2)C=CC2(CCCCC2)N1C(=O)c1ccccc1 (stereo not drawn)
  A = 6%	B = 7%	C = -3%	D = 5%&2%	E = -0.3%&1.1%	F = 4%[2.36 µM]	G = -1%&0%

CCOCC(=O)Nc1cc(S(=O)(=O)N2CCOCC2)ccc1N1CCCCC1
  A = -14%	B = -17%	C = ·	D = 19%	E = 3.9%	F = -3%	G = ·

Oc1nc(-c2ccc(Br)cc2)n2ccncc12
  A = -15%	B = 32%	C = ·	D = 34%[activator]	E = -1.9%	F = 20%	G = 2%

CCOC(=O)C1CCCN(C(=O)c2ccc(Cl)cc2)C1 (stereo not drawn)
  A = 1%[9.22 µM]	B = 10%	C = 20%[9.22 µM]	D = 5%	E = 1.5%	F = 3%	G = 2%

O=C(N/N=C/c1ccccc1)c1[nH]c2ccc(Br)cc2c1-c1ccccc1
  A = -14%	B = 30%	C = ?	D = -5%	E = 1.0%	F = 6%	G = 0%

Cc1cccc(NC(=S)NC2CC3CCCC(C2)N3CC(C)C)c1C (stereo not drawn)
  A = -1%	B = 3%[46.1 µM]	C = -6%	D = 11%	E = -1.2%	F = 3%	G = -2%

O=C(CN1C(=O)C2CC=CCC2C1=O)OCc1cc(=O)n2cc(Br)ccc2n1 (stereo not drawn)
  A = 6%	B = 4%	C = ·	D = 4%	E = 5.0%	F = ?	G = 0%

CC(C)n1c(=S)[nH]c2c1c(=O)[nH]c(=O)n2C
  A = 12%	B = -4%[46.1 µM]	C = 10%	D = 2%[38.3 µM]	E = -1.6%	F = 1%	G = -6%

C=C1/C(=C\C=C2/CCC[C@]3(C)[C@@H]([C@H](C)CCCC(C)(C)O)CC[C@@H]23)C[C@@H](O)C[C@@H]1O
  A = -19%	B = -3%	C = ·	D = 27%	E = -1.1%&2.1%	F = 2%&-1%	G = -1%

COc1ccc(/C=N/Nc2nc(N)cc(Cl)n2)cc1OC
  A = ·	B = 8%	C = ?	D = 2%	E = 0.0%	F = -3%	G = -5%

CCC(C)C(NC(=O)OCc1ccccc1)C(=O)OCN1C(=O)c2ccccc2C1=O (stereo not drawn)
  A = 1%	B = -28%[46.1 µM]	C = 1%	D = -1%[38.3 µM]	E = 0.0%	F = 1%	G = 0%

O=C(Cn1cc2c(n1)CCCC2)NCCCN1CCCC1
  A = -1%	B = -1%[46.1 µM]	C = -4%	D = 3%[38.3 µM]	E = 1.4%	F = 5%	G = 1%

OCC1CCCN(C(=S)Nc2ccc(Nc3ccccc3)cc2)C1 (stereo not drawn)
  A = 11%	B = -2%	C = 21%[46 µM]	D = 7%	E = 1.0%	F = -12%	G = -1%

c1ccn2cc(CSc3nnc4ccccn34)nc2c1
  A = 2%	B = 0%[46.1 µM]	C = ?	D = -13%[38.3 µM]	E = -3.0%	F = 2%	G = -15%

CCCC(C)C(=O)Nc1ccc(Cl)cc1Cl (stereo not drawn)
  A = 0%	B = -4%[46.1 µM]	C = 0%	D = -7%[38.3 µM]	E = 0.3%	F = 5%	G = -4%

O=C(CNCc1ccc(Cl)cc1)Nc1ccc2c(c1)OCCO2
  A = 14%	B = 3%	C = ?	D = 6%	E = -3.5%	F = 19%	G = 2%

CCCC(=O)N1CCCC(c2nc(-c3cccs3)no2)C1 (stereo not drawn)
  A = -30%	B = 1%[46.1 µM]	C = -11%	D = 0%[38.3 µM]	E = -1.0%	F = 2%	G = 4%

CN(C)C(=S)Nc1cccc(F)c1
  A = -6%[9.22 µM]	B = -12%	C = ·	D = ·	E = 4.8%	F = 13%	G = ·

S=C(NCc1ccccn1)Nc1cccc(Cl)c1
  A = 12%	B = 2%[46.1 µM]	C = 3%[0.0737 µM]	D = -3%[38.3 µM]	E = -2.0%	F = -2%	G = 2%

Cc1cc(Nc2cc(C)on2)n2ncnc2n1
  A = -3%	B = -6%[46.1 µM]	C = -9%	D = 15%[38.3 µM]	E = -0.8%	F = 10%	G = 0%

COc1ccccc1NC(=O)CSc1nnnn1Cc1ccccc1
  A = 4%	B = -24%[46.1 µM]	C = -3%	D = 10%[38.3 µM]	E = -1.1%	F = -3%	G = 5%

CN(C)/C=C1/Nc2ccccc2C1=O
  A = -19%	B = -10%[46.1 µM]	C = 8%	D = 28%[38.3 µM]	E = 3.0%	F = 2%	G = 1%

The list goes on; it opens with the three that closed the last part.
Codes: A = HttQ103 aggreg; B = NPSR antag; C = LMNA splice mod; D = IMPase Li cell; E = Epigenetic derep; F = CBFb RUNX1 block; G = KinaseGlo FLuc
Cc1cc(Nc2cc(C)on2)n2ncnc2n1
  A = -3%	B = -6%[46.1 µM]	C = -9%	D = 15%[38.3 µM]	E = -0.8%	F = 10%	G = 0%

COc1ccccc1NC(=O)CSc1nnnn1Cc1ccccc1
  A = 4%	B = -24%[46.1 µM]	C = -3%	D = 10%[38.3 µM]	E = -1.1%	F = -3%	G = 5%

CN(C)/C=C1/Nc2ccccc2C1=O
  A = -19%	B = -10%[46.1 µM]	C = 8%	D = 28%[38.3 µM]	E = 3.0%	F = 2%	G = 1%

CCc1cc(C(c2ccc(F)cc2)N2CCOCC2)c(NC(=O)c2ccccc2)s1 (stereo not drawn)
  A = 9%	B = ?	C = 11%	D = -6%[38.3 µM]	E = -3.5%	F = -1%	G = -2%

COCCn1c(C)cc(C(=O)COC(=O)c2ccc(N3CCCC3=O)cc2)c1C
  A = -7%	B = -3%[46.1 µM]	C = 13%	D = 21%[38.3 µM]	E = 1.8%	F = -1%	G = -5%

CCn1c2ccccc2c2cc(/C=N/NC(=O)c3ccc(O)cc3)ccc21
  A = -37%	B = -39%	C = ?	D = 30%	E = -1.0%	F = 2%	G = -2%

COc1ccc(CNCC(=O)Nc2cccc(S(N)(=O)=O)c2)cc1
  A = -3%[9.22 µM]	B = 8%	C = ·	D = -6%	E = -2.2%[10.1 µM]	F = 2%	G = 0%

COc1ccc(C/C(=N\O)c2ccc(OC)cc2)cc1
  A = 33%	B = -24%[46.1 µM]	C = 4%	D = 3%[38.3 µM]	E = -1.0%	F = -4%	G = -6%

OC1=C(O)c2nc3cc(F)ccc3nc21
  A = 9%[9.22 µM]	B = 7%	C = ·	D = ·	E = 2.1%	F = 0%	G = ·

COc1ccc(/C=C2/C(=O)OCc3cc(OC)c(OC)cc32)cc1
  A = ?	B = -1%	C = ?	D = 11%	E = -1.5%	F = 12%	G = -2%

Cc1ccc(/C=N\Nc2nc3ccc(Cl)cc3[nH]2)o1
  A = -12%	B = -20%[46.1 µM]	C = 20%	D = -4%[38.3 µM]	E = -1.2%	F = -18%	G = -2%

O=C(O)CCC(=O)NN1C(=O)c2ccccc2NC1c1ccc(F)cc1 (stereo not drawn)
  A = -20%[9.22 µM]	B = 8%	C = ·	D = ·	E = 3.8%	F = 4%	G = ·

CC(C)Cn1c(N)c(C(=O)COC(=O)c2cccc(Cl)c2)c(=O)n(C)c1=O
  A = -4%	B = -31%	C = 2%[46 µM]	D = 30%	E = 0.9%	F = 6%	G = 5%

S=C(NCc1ccccn1)Nc1ccccc1
  A = -8%	B = 14%	C = 9%	D = -1%	E = 1.3%	F = -2%	G = 1%

Cc1nnc(SCC(=O)NCc2ccccc2Cl)n(N)c1=O
  A = -2%	B = 12%	C = -7%	D = 2%	E = -1.0%	F = 1%	G = 3%

C(=N\n1cnnc1)/c1ccc(OCc2ccccc2)cc1
  A = 0%	B = -6%[46.1 µM]	C = 14%	D = 2%[38.3 µM]	E = -1.4%	F = 4%	G = -5%

Cc1ccc(NC(=O)COC(=O)CCc2nc3ccccc3c(=O)[nH]2)cc1Cl
  A = 18%	B = 8%	C = 3%[46 µM]	D = 5%	E = -0.6%	F = 3%	G = 0%

COc1ccc(Cn2cc(F)c(=O)n(C)c2=O)cc1[N+](=O)[O-]
  A = 13%[9.22 µM]	B = 3%	C = ·	D = ·	E = 1.0%	F = 4%	G = ·

CCCC(CCC)c1nc2ccncc2[nH]1
  A = -26%	B = 11%	C = ·	D = 10%	E = 4.5%	F = 5%	G = -3%

O=Cc1cn(CC(=O)NCC2CCCO2)c2ccccc12 (stereo not drawn)
  A = 1%	B = 12%	C = 5%	D = 3%	E = -1.0%	F = -7%	G = 0%

CC1=NN(C(N)=S)C(=O)C1N=Nc1ccccc1C (stereo not drawn)
  A = -14%	B = 0%[46.1 µM]	C = -17%	D = 13%	E = -2.0%	F = -2%	G = 2%

O=C(O)/C=C\C(=O)Nc1ccc(Oc2ccccc2)cc1
  A = -11%	B = 4%[46.1 µM]	C = 7%	D = -4%[38.3 µM]	E = -3.3%	F = -6%	G = -3%

CC(=O)C1=C(C)N(Cc2ccco2)C(=O)C1(NC(=O)C1CCCCC1)C(F)(F)F (stereo not drawn)
  A = 2%	B = -10%[46.1 µM]	C = 6%	D = 16%[38.3 µM]	E = -0.2%	F = -3%	G = -5%

COc1ccc(-n2cc(C(=O)O)c3ccccc3c2=O)cc1
  A = -5%	B = -8%[46.1 µM]	C = 1%	D = 5%[38.3 µM]	E = 1.0%	F = 1%	G = -2%

CCCCc1c(O)nc2sc3cc(OC)ccc3n2c1=O
  A = -13%	B = -21%[46.1 µM]	C = -1%	D = 18%[38.3 µM]	E = 0.0%	F = 1%	G = -4%

Cc1nc2nc[nH]n2c(=O)c1NS(=O)(=O)c1ccc([N+](=O)[O-])cc1
  A = -4%[9.22 µM]	B = -26%	C = 22%[46 µM]	D = 2%	E = 1.8%	F = -5%	G = -2%

COc1ccc2c(Cl)c(C(=O)NCCCn3ccnc3)sc2c1
  A = -15%	B = -3%[46.1 µM]	C = 4%	D = 1%[38.3 µM]	E = 0.0%	F = -4%	G = 3%
